# VHR inh abs: VHR1 phosphatase inhibitors, primary screen, biochemical, absorbance, uHTS; Dual specificity protein phosphatase 3 (Homo sapiens), P51452; inhibition, % at 13.3 µM; recombinant VHR phosphatase, pNPP absorbance; actives 0.52% (n = 290,000); in the data active = inhibition above about 50%; also: some compounds called inactive have numbers as strong as hits
# GDH-TPI counter: GDH-TPI coupling enzyme inhibitors, primary screen, artefact control for M. tuberculosis FBA inhibitor project, biochemical, absorbance, full deck; AID 588335, 2011; GDH-TPI coupled enzyme counterscreen, NADH absorbance; actives 1.2% (n = 360,000); inhibition, % at 4.8 µM;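 also: 0% = DMSO wells and 100% = wells lacking the enzyme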
# Rv3671c inh: Rv3671c serine protease inhibitors, primary screen, biochemical, fluorescence polarization, M. tuberculosis H37Rv; P9WHR9; actives 0.048% (n = 320,000); inhibition, % at 5.96 µM; in the data active = inhibition above about 38%;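 also: extracellular domain of Rv3671c used as enzyme; 0% = enzyme with DMSO and 100% = no enzyme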
# Target sequence (P9WHR9 whole entry, looked up, the tested form may be a part): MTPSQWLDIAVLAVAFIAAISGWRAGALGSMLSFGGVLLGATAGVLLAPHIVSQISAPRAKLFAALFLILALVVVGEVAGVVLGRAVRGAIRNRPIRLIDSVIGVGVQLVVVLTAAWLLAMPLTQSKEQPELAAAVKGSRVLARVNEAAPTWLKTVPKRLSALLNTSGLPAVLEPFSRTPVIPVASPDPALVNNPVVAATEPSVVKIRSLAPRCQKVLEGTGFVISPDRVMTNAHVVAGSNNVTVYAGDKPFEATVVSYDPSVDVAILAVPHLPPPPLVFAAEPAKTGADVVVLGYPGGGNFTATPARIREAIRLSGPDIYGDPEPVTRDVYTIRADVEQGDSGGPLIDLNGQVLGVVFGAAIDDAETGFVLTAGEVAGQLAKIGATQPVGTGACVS
# BoNT-F LC inh: BoNT/F light chain protease inhibitors, primary screen, biochemical, flow cytometry, MLPCN library; Multiplex microsphere protease cleavage assay; actives 0.22% (n = 360,000); inhibition, % at 10 µM; AID 588497, 2011; Botulinum neurotoxin type F light chain protease (Clostridium botulinum); in the data active = inhibition above about 35%, passing the limit was not always enough; inconclusive = no clear call, values can overlap the other calls; also: plate controls were buffer without enzyme for full effect and enzyme alone for no effect
# Mtb UGM inh: M. tuberculosis UGM enzyme inhibitors, primary screen, biochemical, fluorescence polarization, single point. UDP-galactopyranose mutase (Mycobacterium tuberculosis (strain ATCC 25618 / H37Rv)), …. purified UGM, fluorescence polarization probe displacement. inhibition, % at 10 µM. actives 0.06% (n = 320,000). AID 504406, 2011; in the data active = inhibition above about 10%, passing the limit was not always enough; inconclusive = no clear call, values can overlap the other calls
# Target sequence (P9WIQ1 whole entry, looked up): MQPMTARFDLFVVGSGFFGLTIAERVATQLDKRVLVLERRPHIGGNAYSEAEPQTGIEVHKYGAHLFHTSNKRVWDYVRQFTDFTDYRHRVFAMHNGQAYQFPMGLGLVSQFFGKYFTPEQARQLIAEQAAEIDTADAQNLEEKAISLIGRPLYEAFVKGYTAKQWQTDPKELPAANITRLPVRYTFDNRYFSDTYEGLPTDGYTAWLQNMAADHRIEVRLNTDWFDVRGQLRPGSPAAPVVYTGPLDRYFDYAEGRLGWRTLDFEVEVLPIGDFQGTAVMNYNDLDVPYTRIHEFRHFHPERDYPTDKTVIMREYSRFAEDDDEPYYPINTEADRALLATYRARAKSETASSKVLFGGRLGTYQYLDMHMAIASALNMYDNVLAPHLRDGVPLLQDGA
# Mtb BioA inh: M. tuberculosis BioA enzyme inhibitors, primary screen, biochemical, plate reader, single point, HTS; AID 602481, 2012; inhibition, % at 9.99 µM; 7,8-diaminopelargonic acid synthase BioA (Mycobacterium tuberculosis); purified M. tuberculosis BioA enzyme; actives 0.096% (n = 360,000); in the data active = inhibition above about 40%; inconclusive = no clear call, values can overlap the other calls
# Mtb FBA inh: Mtb FBA enzyme inhibitors, primary screen, biochemical, fluorescence, strain H37Rv | purified M. tuberculosis FBA, fluorescence read-out | actives 2.3% (n = 360,000) | inhibition, % at 1 µM; in the data active = inhibition above about 27%;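 also: 0% = vehicle and 100% = reference inhibitor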
# CCHFV vOTU inh: CCHFV vOTU protease inhibitors, primary screen, biochemical, Pep-AMC substrate, fluorescence; actives 0.55% (n = 370,000); inhibition, % at 11.5 µM; also: 0% = vehicle wells with enzyme and 100% = no enzyme wells
# FadD28 FP inh: inhibitors of FadD28 bisubstrate probe binding, primary screen, biochemical, fluorescence polarization, single point | Mycobacterium tuberculosis FadD28 fatty-acid-AMP ligase | inhibition, % at 12.5 µM | actives 0.22% (n = 360,000) | AID 588549, 2011; in the data active = inhibition above about 8.5%, passing the limit was not always enough; inconclusive = no clear call, values can overlap the other calls
# MazEF act: activators of E. coli MazEF toxin-antitoxin RNase, primary screen, biochemical, fluorescence, uHTS; AID 504720, 2011; Endoribonuclease toxin MazF (Escherichia coli (strain K12)), P0AE70; actives 0.32% (n = 350,000); FAM/BHQ RNA-DNA oligo cleavage fluorescence, 5 h; activation, % at 20 µM; in the data active = activation above about 50%
# Target sequence (P0AE70 whole entry, looked up): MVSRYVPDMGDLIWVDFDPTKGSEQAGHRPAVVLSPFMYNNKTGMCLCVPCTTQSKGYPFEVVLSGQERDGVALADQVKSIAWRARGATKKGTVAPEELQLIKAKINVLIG
# * hit, by the source's call; ? = inconclusive; nt = not tested or not shown. Rule as the data show it, unless noted: active = inhibition above about 30%; inactive = the rest. Compounds were not picked by outcome; 4.9% or so of the library scored in one or more.
SMILES,VHR inh abs,GDH-TPI counter,Rv3671c inh,BoNT-F LC inh,Mtb UGM inh,Mtb BioA inh,Mtb FBA inh,CCHFV vOTU inh,FadD28 FP inh,MazEF act
CC(Sc1ccccc1F)C(=O)Nc1ccc2c(c1)OCCO2 (stereo not drawn),nt,2,13,-8,-1.3,1.3,-3,1,nt,4
Cc1[nH]c(=S)n(CC2CCCO2)c1C (stereo not drawn),nt,-7,6,0,0.7,-0.3,-3,-2,-3.1,5
COC(=O)c1c(C)oc(C)c1S(=O)(=O)NCc1ccc(Cl)cc1Cl,8,0,3,?,-1.8,0.0,-1,10,-3.6,2
Cc1cc(C)n(CCCNC(=O)C2CCC(=O)N(CCc3ccc(Cl)cc3)C2)n1 (stereo not drawn),17,-3,2,-1,1.2,-0.1,-4,6,1.7,3
CCOC(=O)CN1C(=O)CCSc2ccc(Cl)cc21,5,-9,0,-3,0.3,-2.9,-4,7,-4.9,30
COc1ccc(CCNC(=O)c2ccc(OCc3c(C)noc3C)cc2)cc1OC,nt,5,-5,4,1.0,-2.2,3,1,nt,2
OC(c1ccccc1)(c1ccccc1)c1ccn[nH]1,nt,0,0,-9,-1.8,-1.1,-1,6,-1.7,8
COc1ccccc1NC(=O)Cn1nc(Cc2cccnc2)c2ccccc2c1=O,2,4,7,-3,4.4,nt,2,-8,-5.3,15
O=S(=O)(NCc1ccccn1)c1ccc(Cl)c(C(F)(F)F)c1,17,-6,-6,-5,1.9,-1.0,1,-2,-5.6,7
CC(=O)Nc1ccc(NC(=O)C(C)O/N=C/c2cccc([N+](=O)[O-])c2)cc1 (stereo not drawn),7,13,3,0,1.2,-1.9,3,14,-0.2,2
Cc1noc(C)c1C(=O)Nc1ccc(F)cc1,12,12,-3,-5,-1.1,-1.3,2,-5,-2.0,-5
COc1cc2c(cc1OC)CN(C(=O)CCOc1ccccc1C)CC2,11,9,8,-1,3.5,3.6,1,5,nt,-1
COc1ccc(CCN(C)CC(=O)Nc2ccc(F)c(Cl)c2)cc1OC,0,-1,-6,0,0.8,-0.7,-1,0,0.2,2
CCn1cc(CN2CCC(C(=O)Nc3ccc(Oc4ccccc4F)cc3)CC2)cn1,nt,2,nt,-4,nt,nt,-2,5,-0.9,-1
NC(CCc1ccccc1)c1csc(Nc2cnccn2)n1 (stereo not drawn),nt,11,nt,-12,nt,20,1,12,-0.1,nt

# Laid out differently: three of the compounds above.
Molecule | VHR inh abs | GDH-TPI counter | Rv3671c inh | BoNT-F LC inh | Mtb UGM inh | Mtb BioA inh | Mtb FBA inh | CCHFV vOTU inh | FadD28 FP inh | MazEF act
COc1ccc(CCN(C)CC(=O)Nc2ccc(F)c(Cl)c2)cc1OC | 0 | -1 | -6 | 0 | 0.8 | -0.7 | -1 | 0 | 0.2 | 2
CC(=O)Nc1ccc(NC(=O)C(C)O/N=C/c2cccc([N+](=O)[O-])c2)cc1 (stereo not drawn) | 7 | 13 | 3 | 0 | 1.2 | -1.9 | 3 | 14 | -0.2 | 2
COc1ccccc1NC(=O)Cn1nc(Cc2cccnc2)c2ccccc2c1=O | 2 | 4 | 7 | -3 | 4.4 | nt | 2 | -8 | -5.3 | 15

# Individual results from above:
# MazEF act with COC(=O)c1c(C)oc(C)c1S(=O)(=O)NCc1ccc(Cl)cc1Cl reads 2
# Mtb BioA inh with COc1cc2c(cc1OC)CN(C(=O)CCOc1ccccc1C)CC2 reads 3.6

# The listing continues:
SMILES,VHR inh abs,GDH-TPI counter,Rv3671c inh,BoNT-F LC inh,Mtb UGM inh,Mtb BioA inh,Mtb FBA inh,CCHFV vOTU inh,FadD28 FP inh,MazEF act
Cc1ccc2nc(SC(C)C(=O)NCc3ccc4c(c3)OCO4)[nH]c2c1 (stereo not drawn),-4,4,-10,-1,-0.8,nt,1,-5,-3.0,5
Cc1cc(C(=O)O)c(CSCc2cc(C(=O)O)oc2C)o1,8,-1,1,-2,4.9,-0.1,-1,-3,-0.4,0
COc1ccc(-c2cc(C(=O)N/N=C/c3cccnc3)c3ccccc3n2)c(OC)c1,nt,17,1,?,-0.2,nt,0,-2,-5.3,0
Cn1cc(/C=C2/SC(=O)N(c3ccccc3)C2=O)c2ccccc21,-4,6,5,3,-0.9,-2.3,-2,-17,-1.7,10
Cc1cccc(NC(=O)C2SC(=Nc3c(C)cccc3C)C(C(=O)N3CCOCC3)=C2N)c1 (stereo not drawn),30,8,-6,-4,-1.7,-2.3,-1,-15,0.2,-1
CC(=O)Oc1cccc(C(=O)Nc2ccccc2C(=O)N2CCCC2)c1,-2,-1,-3,0,-0.1,-0.3,-1,-6,-4.5,3
CC(C)Cn1nc(NS(=O)(=O)c2ccccc2)c2cc3ccccc3nc21,27,11,-9,-14,2.0,1.8,-3,1,2.0,-9
CCCNS(=O)(=O)c1ccc(OCC(=O)NCCCOC)cc1,9,-13,0,10,0.3,-0.8,3,3,-1.7,5
Cc1ccc(SCC(=O)NC(=O)NC(C)C)c(C)c1,5,4,-5,-3,-0.7,nt,2,-3,-1.0,-1
O=C(Nc1cccc(C(=O)O)c1)/C(=C\c1ccc2c(c1)OCO2)NC(=O)c1ccc(Br)cc1,6,29,-4,4,-0.3,-0.1,1,18,-3.4,4
O=C(NCCc1ccccc1)C1CCC(CNS(=O)(=O)c2cccc3cccnc23)CC1 (stereo not drawn),18,-5,-14,2,-1.3,-3.6,-2,22,-0.8,12
COCCc1ncc(CN2CCCCC2C(=O)Nc2ccc(Oc3ccccc3)nc2)cn1 (stereo not drawn),-2,-7,4,0,3.5,-1.3,-1,-10,-3.9,-2
O=C(Nc1cccc2c1[nH]c1ccccc12)C(F)(F)F,4,-3,-3,?,-0.1,-2.3,6,-3,-1.4,4
COc1cc2ccccc2cc1C(=O)Nc1cccnc1,11,6,-5,1,0.3,29,2,4,-0.8,1
CCOC(=O)C1CCCN(Cc2c(C(=O)N3CCCCC3)nc3c(C)cccn23)C1 (stereo not drawn),13,2,2,-2,1.5,0.3,-1,6,-3.1,-2
CCNc1nnc(SCC(=O)c2c(N)n(C3CC3)c(=O)[nH]c2=O)s1,nt,6,-5,0,0.9,-2.1,2,-10,-0.6,9
CCC(=O)N1CCN(c2ccc(NC(=O)c3ccc4c(c3)OCO4)cc2)CC1,3,4,-10,2,0.2,-1.9,-11,-6,-4.0,7
Cc1cc(N2CCC(C)CC2)nc(-c2ccccc2O)n1,32,38*,2,-5,-0.7,nt,7,4,-1.1,0
CC1(C)CC(=O)C(C2(O)C(=O)NC(=O)NC2=O)=C(O)C1,-12,12,-131,-8,2.1,-3.0,2,8,0.5,11
COc1ccc(NCc2nnc(SCC(=O)NCc3ccccc3)n2-c2ccccc2OC)cc1,-14,-1,-2,-1,2.4,1.5,-3,17,-3.9,0
CCCCN(C(=O)CSCC(=O)Nc1ccc(C)cc1)c1c(N)n(CCCC)c(=O)[nH]c1=O,nt,12,1,-6,0.8,-1.1,2,-3,-0.2,-4
COc1cccc(-c2nc3ccc(C(=O)NC(C)Cc4cccnc4)cc3o2)c1 (stereo not drawn),16,5,-5,?,0.1,1.6,43*,16,?,3
COc1ccc(C(CNC(=O)c2cccc(S(=O)(=O)NCc3ccccc3)c2)N(C)C)cc1 (stereo not drawn),-23,-2,-6,-8,-4.1,-0.5,1,-2,-2.9,2
CSc1ccccc1OCc1cc(C(=O)NC(C)Cn2cncn2)no1 (stereo not drawn),15,2,5,0,-1.8,0.8,0,14,0.3,1
CCN(C[C@H]1N[C@@](C)(C(=O)OC)[C@H]2C(=O)N(C)C(=O)[C@@H]12)C(C)=O,nt,-3,2,-4,nt,-0.4,-2,10,-1.9,-1
COc1ccc(OC)c(CCNC(=O)Cn2nc(C)c3c(C)n(-c4ccc(C)cc4)nc3c2=O)c1,8,-2,-2,-6,1.7,1.3,0,-3,-1.7,-10
CC(C)c1onc(C(=O)N2CCN(Cc3ccccc3)CC2)c1[N+](=O)[O-],19,0,-1,-2,-2.9,-1.5,0,13,-3.5,13
C[C@@]12C(=O)N(CCO)CC(=O)N1[C@H](/C=C/c1ccccc1)[C@@H]1C(=O)N(c3ccccc3)C(=O)[C@@H]12,-10,-1,-1,-7,1.9,nt,1,1,nt,-1
COC(=O)c1ccc(NC(=O)CSCc2ccc(C)cc2)cc1,6,-5,-9,0,3.8,2.4,0,-4,-1.4,-11
COc1cc2c(C#CCCCO)c(-c3ccc(C#N)cc3)oc(=O)c2cc1OC,nt,14,2,7,1.1,-1.5,6,16,-1.2,1
N#C/C(=C\c1ccccc1[N+](=O)[O-])C(=O)NC1CCCCC1,-6,-1,3,2,1.9,nt,1,4,0.6,423*
c1cc2c(cc1CCNC1CCCCCC1)OCO2,9,2,5,nt,-0.7,0.7,0,-3,-1.3,3
COc1cccc(=O)c2c(C)oc(C)c12,40,-4,4,-16,3.3,-0.3,1,2,1.3,12
O=C(Oc1c(CN2CCOCC2)cc(Cl)c2cccnc12)c1ccccc1,3,-6,4,-8,2.8,nt,5,-16,-2.5,9
O=C(CP(=O)(c1ccccc1)c1ccccc1)N1CCOCC1,13,-5,2,-1,3.4,nt,-6,1,-3.1,-18
Cc1cc2cc(CCNC(=O)C(=O)c3c[nH]c4ccccc34)c(=O)[nH]c2cc1C,8,16,-7,5,-0.5,nt,-4,8,-1.1,-2
NC(=O)c1ccc(=O)n(Cc2ccc(F)c(F)c2)c1,-1,-6,2,14,-1.4,1.9,0,29,-2.7,-5
Cc1cc(C)c2nc(N)sc2c1,6,0,2,0,1.7,-0.4,-6,4,-2.6,-1
O=C(COc1ccc(Cl)cc1)NCc1ccncc1,12,7,13,-1,0.0,0.7,0,-5,-2.6,6
Cc1ccc(NC(=O)CN(C)C(=O)COC(=O)CNS(=O)(=O)c2ccc(F)c(F)c2F)cc1,nt,-1,2,0,nt,nt,2,-4,-0.3,2
COC(=O)CN(c1ccccc1[N+](=O)[O-])S(=O)(=O)c1ccccc1,-3,3,-11,20,0.7,nt,2,-9,-0.8,6
CNc1ncnc2c1ncn2[C@H]1CN(Cc2cccnc2)C[C@@H](CO)O1,nt,7,nt,0,nt,0.9,5,8,0.3,nt
CCOc1cccc(C(=O)N(Cc2ccco2)C2CCS(=O)(=O)C2)c1 (stereo not drawn),9,-6,8,-5,0.7,-1.6,-2,-2,-4.8,-7
Cc1ccc(-n2ncc(C(=O)NC3CC3)c2C2CCN(C(=O)OC(C)(C)C)CC2)c(C)c1,13,-4,-12,-2,0.6,0.5,-3,16,-1.0,4
CNCc1ccccc1Sc1cccc(O)c1,-2,11,-3,2,-2.9,-1.2,-1,15,-1.9,-6
Cc1ccc(NC(=O)c2ccc3snnc3c2)cc1C,-20,3,-9,-6,0.7,-0.5,-2,24,-3.6,9
COc1ccc(/C=N/N2C(=O)CN(C(=O)c3ccccc3)C2c2ccc(OC)cc2)cc1 (stereo not drawn),2,2,6,-3,-2.7,5.4,1,0,-4.6,4
Cc1cc(-c2cc(-c3ccc(Cl)cc3)on2)nc(NC2CCCC2)n1,-12,16,-12,-6,-4.0,-1.7,15,12,-3.6,2
COc1ccc(OCC(=O)Nc2cc(OC)ccc2N2CCCCC2)cc1,12,3,2,1,-2.6,-0.7,-1,-6,-3.9,-5
CCOC(=O)Cc1csc2nc3sc(C)c(C)c3c(=O)n12,16,16,0,-6,-1.6,nt,0,-4,0.0,-2

# Assay outcomes deposited in PubChem BioAssay by several laboratories.
